GRP78 ERSR act: induces the endoplasmic reticulum stress response in human glioma cells | U87-MG GRP78 promoter luciferase reporter, 16 h | Potency, µM, without a hit: top-dose activation, most hits filed as activators | actives 0.02% (n = 420,000); further: potency means the concentration at half of the fitted maximal effect; series mostly up to about 76 µM; % of control where 0% means no effect; nearly all actives have a fitted effect of over 35% in size
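Stably transfected U87-MG glioma cells carrying a GRP78-based luciferase sensor; 16 h compound incubation. Luminescence end-point read 10 min after Bright-Glo addition at room temperature.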
TrxR1 substrate: rat thioredoxin reductase 1 substrate activity | Potency, µM (highest dose often 114 µM), for inactives: top-dose activity change, negative = substrate turnover | actives 0.01% (n = 390,000) | purified TrxR1 substrate turnover, NADPH consumption readout | O89049; further: potency means the concentration at half of the fitted maximal effect; on the % scale 0 is the no-effect control and ±100 the full control effect; nearly all actives have a fitted effect of over 50% in size
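Rat TrxR1, dispensed at 90 nM, was prereduced with 400 uM NADPH (final) for 5 min at ~22 deg C, then incubated with compound 15 min before 400 uM selenite. A first-read NADPH fluorescence drop versus no-compound background flagged substrates.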
LDHA block: LDHA (human) enzyme inhibition | purified LDHA, NADH/diaphorase-resazurin fluorescence; hits give low values | AID 1347041 | activity change, % (values are at about 110 or 230 µM) | actives 0.15% (n = 480,000); in the data active means activity change below about -30%; inconclusive means mostly about -25% to -30%;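 further: plate controls were DMSO wells for no effect and wells without enzyme for full effect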
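Human LDH5 (2 nM) was incubated with 0.06 mM NADH and 0.2 mM pyruvate for 5 min at room temperature in Tris pH 7.4. Remaining NADH was coupled through diaphorase/resazurin, and resorufin fluorescence was read at 0 and 20 min.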
Vif-APOBEC3G blk: blocks the Vif interaction with human APOBEC3G; HeLa A3G-eYFP + Vif (tagged APOBEC3G with the HIV-1 protein that degrades it), YFP fluorescence, overnight; Potency, µM (titrated, usually from 46.1 µM), for the others: at the highest dose activity, negative = active, hits mostly inhibitors; actives 0.076% (n = 410,000); AID 602310;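 further: potency means the concentration at half of the fitted maximal effect; on the % scale 0 is the no-effect control and ±100 the full control effect; nearly all actives have a fitted effect of over 60% in size; hits raise eYFP signal because A3G escapes Vif-driven loss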
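HeLa cells stably expressing Vif and C-terminally eYFP-tagged A3G, seeded overnight at 37 deg C, then exposed to compound by pintool overnight at 37 deg C. Rise in yellow fluorescence (Ex 488/Em 500-530, Acumen) marks blocked Vif-driven A3G degradation.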
Vif-A3F inh: inhibitors of Vif-A3F interaction. HeLa A3F-eYFP + Vif (tagged APOBEC3F with the HIV-1 protein that degrades it), YFP fluorescence increase. Potency, µM (series often up to 46.1 µM), for inactives: at the top dose activity, negative = active. actives 0.2% (n = 390,000). AID 602313; further: potency means the concentration at half of the fitted maximal effect; % of control where 0% means no effect; nearly all actives have a fitted effect of over 65% in size
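HeLa cells stably expressing A3F-eYFP plus Vif, plated and incubated overnight at 37 deg C, then exposed to compounds overnight at 37 deg C. Blocked degradation read as raised yellow fluorescence (Ex 488/Em 500-530).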
RXFP1 agonist: agonists of human relaxin receptor RXFP1; AID 2676; HEK293T-RXFP1 cAMP TR-FRET, 30 min; response scale: percent of porcine relaxin response, buffer zero; actives 0.3% (n = 370,000); Potency, µM (series often up to 57.5 µM), for the others: at the top dose activation, actives largely listed as activators; Q9HBX9; further: potency means the concentration at half of the fitted maximal effect; on the % scale 0 is the no-effect control and ±100 the full control effect; nearly all actives have a fitted effect of over 60% in size; many of its hits are not listed in these tables
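HEK293T cells stably expressing RXFP1 were pretreated with the PDE4 inhibitor Ro 20174, exposed to compounds for 30 min at 37C, lysed, and cAMP was read by TR-FRET. Data normalized to buffer (basal) and 29 nM porcine relaxin (100%).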
USP1-UAF1 inh: inhibitors of human USP1/UAF1 deubiquitinase | O94782 | recombinant USP1/UAF1, Ub-Rhodamine cleavage fluorescence | Potency, µM (series often up to 57.1 µM), for the others: at the top dose activity change, negative = inhibition, hits mostly inhibitors | actives 0.23% (n = 390,000) | AID 743255; further: potency means the concentration at half of the fitted maximal effect; on the % scale 0 is the no-effect control and ±100 the full control effect; nearly all actives have a fitted effect of over 60% in size; inactives centre near -12
Target sequence (O94782 whole entry, looked up): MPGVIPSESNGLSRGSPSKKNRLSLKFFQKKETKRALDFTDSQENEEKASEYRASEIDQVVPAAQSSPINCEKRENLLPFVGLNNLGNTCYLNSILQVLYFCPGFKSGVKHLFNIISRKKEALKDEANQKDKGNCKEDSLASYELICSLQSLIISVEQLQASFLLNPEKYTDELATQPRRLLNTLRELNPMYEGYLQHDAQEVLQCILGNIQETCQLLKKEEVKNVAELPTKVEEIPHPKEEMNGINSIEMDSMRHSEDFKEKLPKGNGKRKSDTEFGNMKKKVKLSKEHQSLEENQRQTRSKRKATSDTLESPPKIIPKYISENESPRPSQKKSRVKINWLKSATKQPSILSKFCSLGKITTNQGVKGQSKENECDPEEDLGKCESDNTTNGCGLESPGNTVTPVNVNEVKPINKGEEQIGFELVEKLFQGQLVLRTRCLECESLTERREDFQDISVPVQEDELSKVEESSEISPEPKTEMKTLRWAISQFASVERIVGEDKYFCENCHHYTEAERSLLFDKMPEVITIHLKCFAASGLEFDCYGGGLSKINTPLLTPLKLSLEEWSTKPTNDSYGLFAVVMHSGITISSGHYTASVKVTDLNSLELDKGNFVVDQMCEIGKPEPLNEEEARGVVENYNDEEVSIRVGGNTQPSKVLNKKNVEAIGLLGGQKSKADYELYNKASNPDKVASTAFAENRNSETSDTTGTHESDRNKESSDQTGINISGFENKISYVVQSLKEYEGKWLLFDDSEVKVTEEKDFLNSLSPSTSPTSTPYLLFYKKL
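USP1/UAF1 complex at 1 nM was preincubated with compound for 15 min at room temperature, then Ub-Rho substrate (150nM final) was added. Fluorescence (480/540 nm) was read kinetically, 6 reads every 60 seconds.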
IDH1 R132H inh: blocks human mutant IDH1 R132H enzyme; O75874; IDH1-R132H enzyme, NADPH consumption, diaphorase/resazurin fluorescence; Potency, µM (top dose mostly 76.6 µM), for inactives: at the top dose activity change, negative = inhibition, most hits filed as inhibitors; actives 0.093% (n = 390,000); further: potency means the concentration at half of the fitted maximal effect; on the % scale 0 is the no-effect control and ±100 the full control effect; nearly all actives have a fitted effect of over 65% in size
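IDH1-R132H (0.5 ug/mL dispensed) in pH 7.5 Tris buffer was preincubated 30 min with compound, then given a substrate mix of 0.016 mM NADPH and 2 mM alpha-KG for 80 min at room temperature; remaining NADPH was read by diaphorase/resazurin fluorescence.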
PI4K2A block: PI4K2A (human) kinase inhibition | activity change, negative = inhibition, % at 76.9 µM | AID 1346378 | actives 0.13% (n = 420,000) | purified PI4K2A, ADP-Glo luminescence, 1 h; hits give low values | Q9BTU6; in the data active means activity change below about -50%; inconclusive means mostly about -30% to -49%;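 further: -100% = wells without enzyme as full effect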
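ADP-Glo luminescence measured ADP generated by PI4K2A enzyme (4 ug/mL before mixing) with 1.2 mM PI substrate (pre-mix) and 300 microM ATP (pre-mix). Tris pH7.5 buffer with MgCl2, Triton X-100; 1 h reaction at ambient temperature.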
Starred values were filed as active, the others as inactive; & = joins results of further samples; [ ] = another dose, or the depositor's remark. Unless noted, the call rests on the fitted dose curve; in most records, active means well fitted curve in the direction sought with a large enough effect; inconclusive means small, poorly fitted or top-dose-only effect, or another doubt; inactive means no such curve, though single readings can be large; an effect the other way counts as inactive or inconclusive. The list is partial; count on the stated rates, not on these rows.

What do the screens show for `CSCC[C@H](NC(=O)Nc1ccc(Oc2ccccc2)cc1)C(=O)O`?
GRP78 ERSR act: -4%; TrxR1 substrate: 0%; LDHA block: -15; Vif-APOBEC3G blk: -1%; Vif-A3F inh: 3%; RXFP1 agonist: 0.1%; USP1-UAF1 inh: -20%; IDH1 R132H inh: 0%; PI4K2A block: 7

How did COc1ccc(-c2nc(S(=O)(=O)c3ccccc3)c(N3CCN(C)CC3)o2)cc1 do in these assays?
GRP78 ERSR act: -5%; LDHA block: 0; Vif-APOBEC3G blk: 1%; Vif-A3F inh: 5%; USP1-UAF1 inh: -9%; IDH1 R132H inh: 3%; PI4K2A block: -1

Results for CN(C)S(=O)(=O)c1ccc(C(=O)OCC(=O)NCc2ccco2)cc1 ?
GRP78 ERSR act: -2%; TrxR1 substrate: 4%; LDHA block: -8; Vif-APOBEC3G blk: 1%; Vif-A3F inh: 6%; RXFP1 agonist: -1.5%; USP1-UAF1 inh: -1%; IDH1 R132H inh: 2%; PI4K2A block: -4

How did CC(C)OC(=O)c1ccc(NC(=O)CSc2nc3ncccc3[nH]2)cc1 do in these assays?
GRP78 ERSR act: 2%; TrxR1 substrate: 0%; LDHA block: -4; Vif-APOBEC3G blk: -1%; Vif-A3F inh: 7%; RXFP1 agonist: 3.4%; USP1-UAF1 inh: -22%; IDH1 R132H inh: 6%; PI4K2A block: 0

What do the screens show for `O=C(N/C=C/n1cnc2cc(C(F)(F)F)ccc21)c1ccccc1`?
GRP78 ERSR act: -6%; TrxR1 substrate: 3%[57.1 µM]; LDHA block: -4; Vif-APOBEC3G blk: 1%; Vif-A3F inh: 5%; RXFP1 agonist: 0.7%; USP1-UAF1 inh: -5%; IDH1 R132H inh: 9%; PI4K2A block: 14

Results for COc1cc2c(cc1OC)C1(Nc3c-2c(-c2ccccc2)nn3-c2ccccc2)C(=O)Nc2ccccc21 (stereo not drawn) ?
GRP78 ERSR act: -6%; TrxR1 substrate: -4%; LDHA block: -1; Vif-APOBEC3G blk: 1%; Vif-A3F inh: -7%; RXFP1 agonist: 0.7%; USP1-UAF1 inh: -3%; IDH1 R132H inh: 0%; PI4K2A block: -11

What do the screens show for `CC[C@]12C(=O)N(C)C[C@H]([C@@H]3C(=O)N(C)C(=O)[C@@H]31)N2C(=O)c1ccc(C(C)(C)C)cc1`?
GRP78 ERSR act: -3%; TrxR1 substrate: 4%[57.1 µM]; LDHA block: -4; Vif-APOBEC3G blk: 0%; Vif-A3F inh: 6%; USP1-UAF1 inh: -7%; IDH1 R132H inh: -13%; PI4K2A block: 3

How did Nc1ccc2c(c1)COC2=O do in these assays?
GRP78 ERSR act: 0%; TrxR1 substrate: 7%[57.1 µM]; LDHA block: -7; Vif-APOBEC3G blk: 0%; Vif-A3F inh: 11%; RXFP1 agonist: 0.4%; USP1-UAF1 inh: -16%; IDH1 R132H inh: -8%; PI4K2A block: 6

How did S=C(NCC1CCCCC1)Nc1cccnc1 do in these assays?
GRP78 ERSR act: -1%; TrxR1 substrate: -2%; LDHA block: -4; Vif-APOBEC3G blk: -1%; Vif-A3F inh: -8%; RXFP1 agonist: 0.5%; USP1-UAF1 inh: -2%; IDH1 R132H inh: 3%; PI4K2A block: 0

What do the screens show for `Cc1cc(OCC(=O)NCCCN2CCCC2=O)c2c(C)cc(=O)oc2c1`?
GRP78 ERSR act: 2%; TrxR1 substrate: 156%[activator]; LDHA block: -5&1; Vif-APOBEC3G blk: 0%; Vif-A3F inh: -12%; RXFP1 agonist: 2.0%; USP1-UAF1 inh: -11%; IDH1 R132H inh: -11%; PI4K2A block: -2

Results for CCOC(=O)c1cnc2oc3ccccc3n2c1=O ?
GRP78 ERSR act: -2%; TrxR1 substrate: 7%[57.1 µM]; LDHA block: 1; Vif-APOBEC3G blk: -1%; Vif-A3F inh: 6%; RXFP1 agonist: -0.1%; USP1-UAF1 inh: -12%; IDH1 R132H inh: 7%; PI4K2A block: 1

What do the screens show for `COc1ccc(NC2=C(C(C)=O)C(c3ccccc3)C(C(C)=O)C(C)(O)C2)cc1` (stereo not drawn)?
GRP78 ERSR act: 5%; TrxR1 substrate: -6%; LDHA block: 2; Vif-APOBEC3G blk: -8%; Vif-A3F inh: 18%; RXFP1 agonist: 0.6%; USP1-UAF1 inh: -25%; IDH1 R132H inh: -6%; PI4K2A block: 3

How did CCc1noc(C)c1C(=O)Nc1cc(C(F)(F)F)ccc1-n1cncn1 do in these assays?
GRP78 ERSR act: 1%; TrxR1 substrate: -14%; LDHA block: 3; Vif-APOBEC3G blk: 0%; Vif-A3F inh: 9%; RXFP1 agonist: 2.0%; USP1-UAF1 inh: -15%; IDH1 R132H inh: 3%; PI4K2A block: 3

What do the screens show for `CC(C)CC(=O)NC(=S)Nc1ccc(N2CCCC2)c(Cl)c1`?
GRP78 ERSR act: 0%; TrxR1 substrate: -2%; LDHA block: -5; Vif-APOBEC3G blk: -8%; Vif-A3F inh: inconclusive; RXFP1 agonist: -1.0%; USP1-UAF1 inh: -1%; IDH1 R132H inh: 5%; PI4K2A block: 1

Results for O=C(CSc1cccc[n+]1[O-])Nc1cccc(Oc2ccccc2)c1 ?
GRP78 ERSR act: 1%; TrxR1 substrate: 5%[57.1 µM]; LDHA block: -6; Vif-APOBEC3G blk: 0%; Vif-A3F inh: 4%; RXFP1 agonist: -2.3%; USP1-UAF1 inh: -15%; IDH1 R132H inh: 1%; PI4K2A block: -3

Results for CCOC(=O)C1=C(c2ccccc2)NC(=O)NC1c1ccc(OC)c(OC)c1 (stereo not drawn) ?
GRP78 ERSR act: -3%; TrxR1 substrate: 4%; LDHA block: 0; Vif-APOBEC3G blk: -3%; Vif-A3F inh: -22%; RXFP1 agonist: -0.2%; USP1-UAF1 inh: -17%; IDH1 R132H inh: 6%; PI4K2A block: 3

How did COc1ccc(-n2ccn(CC(=O)NCc3ccc(C)cc3)c(=O)c2=O)cc1OC do in these assays?
GRP78 ERSR act: -3%; TrxR1 substrate: -10%; LDHA block: 0; Vif-APOBEC3G blk: -2%; Vif-A3F inh: -4%; RXFP1 agonist: 4.4%; USP1-UAF1 inh: 2%; IDH1 R132H inh: -3%; PI4K2A block: -5

How did O=C(c1cc(S(=O)(=O)NCc2ccco2)ccc1Br)N1CCOCC1 do in these assays?
GRP78 ERSR act: -2%; TrxR1 substrate: 2%; LDHA block: -2; Vif-APOBEC3G blk: 1%; Vif-A3F inh: -13%; RXFP1 agonist: -0.7%; USP1-UAF1 inh: -13%; IDH1 R132H inh: -8%; PI4K2A block: 1

What do the screens show for `COc1ccc(-c2cc(C(F)(F)F)n3nc(-c4ccccc4)cc3n2)cc1OC`?
GRP78 ERSR act: -1%; TrxR1 substrate: 37%[activator]; LDHA block: -7; Vif-APOBEC3G blk: -6%; Vif-A3F inh: 4%; RXFP1 agonist: 12%; USP1-UAF1 inh: -28%; IDH1 R132H inh: -2%; PI4K2A block: 1

What do the screens show for `CCCCn1c(N)c(N(CCOC)C(=O)C2CCN(C(=O)c3ccc(F)cc3)CC2)c(=O)[nH]c1=O`?
GRP78 ERSR act: -5%; TrxR1 substrate: -1%; LDHA block: -7; Vif-APOBEC3G blk: 0%; Vif-A3F inh: -4%; RXFP1 agonist: -0.1%; USP1-UAF1 inh: -5%; IDH1 R132H inh: 6%; PI4K2A block: 4

What do the screens show for `Cc1ccc(S(=O)(=O)NNC(=S)Nc2cccc(C)c2C)cc1`?
GRP78 ERSR act: -2%; TrxR1 substrate: -4%; LDHA block: -4; Vif-APOBEC3G blk: 2%; Vif-A3F inh: -16%; RXFP1 agonist: -12%; USP1-UAF1 inh: -8%; IDH1 R132H inh: 7%; PI4K2A block: 10

What do the screens show for `CCC1([N+](=O)[O-])COC(c2ccc(C(C)C)cc2)OC1` (stereo not drawn)?
GRP78 ERSR act: 3%; TrxR1 substrate: -4%; LDHA block: 5; Vif-APOBEC3G blk: 2%; Vif-A3F inh: 10%; USP1-UAF1 inh: -5%; IDH1 R132H inh: 5%; PI4K2A block: 3

What do the screens show for `COC(=O)c1cc2c(n(Cc3ccccc3)c1=O)CCCC2=O`?
GRP78 ERSR act: -2%; TrxR1 substrate: 21%; LDHA block: 12; Vif-APOBEC3G blk: 0%; Vif-A3F inh: 0%; USP1-UAF1 inh: -25%; IDH1 R132H inh: 16%; PI4K2A block: -5

Grouped by structure: the compounds so far with a furan ring, fused or not (two)
Results for CN(C)S(=O)(=O)c1ccc(C(=O)OCC(=O)NCc2ccco2)cc1 ?
GRP78 ERSR act: -2%; TrxR1 substrate: 4%; LDHA block: -8; Vif-APOBEC3G blk: 1%; Vif-A3F inh: 6%; RXFP1 agonist: -1.5%; USP1-UAF1 inh: -1%; IDH1 R132H inh: 2%; PI4K2A block: -4

How did O=C(c1cc(S(=O)(=O)NCc2ccco2)ccc1Br)N1CCOCC1 do in these assays?
GRP78 ERSR act: -2%; TrxR1 substrate: 2%; LDHA block: -2; Vif-APOBEC3G blk: 1%; Vif-A3F inh: -13%; RXFP1 agonist: -0.7%; USP1-UAF1 inh: -13%; IDH1 R132H inh: -8%; PI4K2A block: 1
